Lamin A splicing = changes lamin A minigene splicing in HeLa cells; Potency, µM (top dose mostly 46.1 µM), without a hit: at the top dose ratio change, negative = inhibition, most hits filed as inhibitors; actives 0.01% (n = 200,000); AID 1487; HeLa LMNA splicing GFP/RFP minigene ratio, 48 h; active = well fitted inhibition curve with a large enough effect in the signal ratio, with a control signal flat, not every such curve was filed as active; inconclusive = small, poorly fitted or top-dose-only effect, or effect the other way, or a change in a side signal; the % refers to the signal ratio; also: potency is read from the fitted curve at half-maximal effect; % is scaled to controls: 0 for no effect and ±100 for the full control effect
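Read-out is the ratio of GFP to DsRed2 object intensity, acquired by 488 nm laser-scanning cytometry on HeLa lamin A-EGFP minigene reporter cells. Compound incubation 48 hrs at 37 °C in Opti-MEM with 2% FBS; DMSO 0.5% final.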
NPSR antagonist = neuropeptide S receptor (human) antagonism, cAMP | CHO-NPSR cells, cAMP TR-FRET, antagonist mode | Potency, µM (titrated, usually from 38.3 µM), for inactives: top-dose activity change, negative = inhibition, most hits filed as inhibitors | Q6W5P4 | actives 1% (n = 220,000); also: potency is read from the fitted curve at half-maximal effect; % is scaled to controls: 0 for no effect and ±100 for the full control effect; nearly all actives have a fitted effect of over 50% in size; many of its hits are not listed in these tables
Target sequence (Q6W5P4 whole entry, looked up): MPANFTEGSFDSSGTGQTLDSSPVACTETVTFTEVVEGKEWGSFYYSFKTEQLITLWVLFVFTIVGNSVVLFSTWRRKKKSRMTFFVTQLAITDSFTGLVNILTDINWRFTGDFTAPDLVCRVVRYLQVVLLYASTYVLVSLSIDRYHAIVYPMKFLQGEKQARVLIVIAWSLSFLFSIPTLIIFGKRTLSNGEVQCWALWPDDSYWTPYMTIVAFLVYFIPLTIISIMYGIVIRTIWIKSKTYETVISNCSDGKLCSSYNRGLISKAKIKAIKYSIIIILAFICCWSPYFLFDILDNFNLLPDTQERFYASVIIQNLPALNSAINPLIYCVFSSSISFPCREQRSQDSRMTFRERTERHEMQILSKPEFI
IMPase Li cell = cell-permeable IMPase inhibitors with lithium potentiation. CHO-M1 cells, IP1 TR-FRET (IP-One), carbachol + lithium. Potency, µM (highest dose often 59.4 µM), without a hit: at the top dose activity, negative = IMPase inhibition, most hits filed as inhibitors. actives 0.35% (n = 210,000). AID 1457;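 also: IP1 builds up when IMPase is blocked and the TR-FRET signal falls; potency is read from the fitted curve at half-maximal effect; plate controls were basal vehicle for no effect and high inhibitor control for full effect; nearly all actives have a fitted effect of over 50% in size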
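Test compounds were applied to CHO-M1 cells previously cultured for 16–30 h at 2000 per well. A small lithium amount accompanied them; after 30 min at 37C, IP1 was quantified by TR-FRET.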
HttQ103 aggreg = reduces HttQ103-GFP aggregates in PC12 cells; PC12 HttQ103-GFP aggregates, Acumen cytometry, 40 h; Potency, µM (titrated, usually from 46.1 µM), inactives show top-dose activity change, negative = inhibition, most hits filed as inhibitors; actives 1.1% (n = 220,000); also: potency is read from the fitted curve at half-maximal effect; % is scaled to controls: 0 for no effect and ±100 for the full control effect; nearly all actives have a fitted effect of over 60% in size
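PC12 cells with ecdysone-inducible HTT exon1 Q103-GFP, induced by 100 nM tebufenozide, given compounds in a concentration series. GFP aggregates (1–25 um, 6 SD above background) counted in lysates by laser-scanning cytometry, 488 nm excitation.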
Epigenetic derep = epigenetic control regulation, reporter derepression. actives 0.2% (n = 280,000). murine LDR cells, GFP reporter derepression, 30 h. Potency, µM (top dose mostly 53.9 µM), inactives show at the top dose GFP activation, most hits filed as activators; also: potency is read from the fitted curve at half-maximal effect; % of control where 0% means no effect; nearly all actives have a fitted effect of over 60% in size
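Murine LDR cells bearing a silenced CMV-driven GFP reporter were exposed to compound for 30 h at 37 C. After PBS washes, GFP-positive cells (20-120 um objects) counted by laser-scanning microplate cytometry.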
Luc counter = Kinase-Glo luciferase inhibition (counter-screen). Potency, µM (series often up to 38.3 µM), without a hit: at the top dose activity change, negative = inhibition, usual class: inhibitors. AID 1379. Kinase-Glo luciferase, ATP luminescence, 8 min. actives 0.28% (n = 200,000); also: potency is read from the fitted curve at half-maximal effect; % is scaled to controls: 0 for no effect and ±100 for the full control effect; nearly all actives have a fitted effect of over 60% in size
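Luminescence was the read-out, taken after 8-minute incubation at ambient temperature. Luciferase turned over luciferin with 10 uM ATP in imidazole pH 7.2 buffer containing KCl, MgCl2, Tween 20 and BSA.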
CBFb RUNX1 block = blocks binding between human CBF-beta and RUNX1 | 230,000 tested, under 10 active | AID 1477 | AlphaScreen CBFb-His/RUNX1-biotin binding, biochemical | Potency, µM (top dose mostly 59.8 µM), inactives show top-dose activity, negative = inhibition, usual class: inhibitors; also: % of control where 0% means no effect
Target sequence (Q01196 whole entry, looked up): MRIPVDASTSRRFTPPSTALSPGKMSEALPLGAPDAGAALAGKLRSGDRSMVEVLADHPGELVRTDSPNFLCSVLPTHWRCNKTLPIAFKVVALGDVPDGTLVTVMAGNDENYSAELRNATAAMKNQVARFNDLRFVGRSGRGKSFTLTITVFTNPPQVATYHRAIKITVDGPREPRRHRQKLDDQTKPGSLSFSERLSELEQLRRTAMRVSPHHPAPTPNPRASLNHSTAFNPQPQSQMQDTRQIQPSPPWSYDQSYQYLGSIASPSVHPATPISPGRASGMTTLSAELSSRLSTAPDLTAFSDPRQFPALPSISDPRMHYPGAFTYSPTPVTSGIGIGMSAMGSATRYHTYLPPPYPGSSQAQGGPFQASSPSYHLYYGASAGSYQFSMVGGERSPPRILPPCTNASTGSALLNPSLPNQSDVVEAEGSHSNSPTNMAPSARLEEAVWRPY
Target sequence (Q13951 whole entry, looked up): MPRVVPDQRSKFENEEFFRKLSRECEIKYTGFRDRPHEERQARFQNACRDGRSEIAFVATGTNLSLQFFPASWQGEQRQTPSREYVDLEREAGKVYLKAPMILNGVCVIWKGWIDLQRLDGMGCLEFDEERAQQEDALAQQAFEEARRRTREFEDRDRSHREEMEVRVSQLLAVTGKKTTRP
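Bead-based AlphaScreen assay; binding partners His-tagged CBF-beta and biotinylated RUNX1 at 30 nM each. Compound exposure 15 min after a 20-min protein preincubation; bead step 90 min; all steps at room temperature.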
Active calls of the source: *; [ ] = remark or other dose. Unless noted, calls follow the shape of the dose curve; as a rule, active = well fitted curve in the direction sought with a large enough effect; inconclusive = small, poorly fitted or top-dose-only effect, or another doubt; inactive = no such curve, though single readings can be large; an effect the other way counts as inactive or inconclusive. Only part of the results is shown, so the mix of outcomes need not match the whole.

Screening Cc1cc(C)n(-c2nc(NCCCN(C)C)c3c4c(sc3n2)COC(C)(C)C4)n1 returned NPSR antagonist 5%, HttQ103 aggreg 2%[9.22 µM], Epigenetic derep 8.5% and CBFb RUNX1 block 8%.
`CSc1ccc(C#N)cc1NC(=O)c1ccc(Cl)cc1` gave Lamin A splicing -3%, NPSR antagonist -2%[46.1 µM], IMPase Li cell -6%, HttQ103 aggreg -6%, Epigenetic derep 5.5%, Luc counter 9% and CBFb RUNX1 block 12%.
For O=C(N/N=C/c1cccs1)c1n[nH]c2c1CCCC2 the results were NPSR antagonist -7%, HttQ103 aggreg 14%[9.22 µM], Epigenetic derep -2.9% and CBFb RUNX1 block -1%.
`NS(=O)(=O)c1ccc(NCC2COc3ccccc3O2)c([N+](=O)[O-])c1` (configuration not stated) gave Lamin A splicing 1%[46 µM], NPSR antagonist -6%, IMPase Li cell 0%, HttQ103 aggreg 3%, Epigenetic derep 4.8%, Luc counter 5% and CBFb RUNX1 block -8%.
For c1ccc(-n2c(Cc3cn4ccsc4n3)nnc2N2CCOCC2)cc1 the results were Lamin A splicing -1%, NPSR antagonist -4%[46.1 µM], IMPase Li cell 3%[38.3 µM], HttQ103 aggreg 13%, Epigenetic derep -4.6%, Luc counter 0% and CBFb RUNX1 block inconclusive.
Screening Cc1csc(SCc2nc3scc(-c4ccccc4)c3c(=O)[nH]2)n1 returned Lamin A splicing 2%[46 µM], NPSR antagonist -16%, IMPase Li cell -4%, HttQ103 aggreg -20%, Epigenetic derep -1.5%, Luc counter -2% and CBFb RUNX1 block -7%.
Screening CCOC(=O)N1CCN(C(=O)CS(=O)(=O)c2cn(Cc3cccc(F)c3)c3ccccc23)CC1 returned Lamin A splicing -1%, NPSR antagonist -2%[46.1 µM], IMPase Li cell 11%[38.3 µM], HttQ103 aggreg 24%, Epigenetic derep -0.7%, Luc counter 0% and CBFb RUNX1 block -1%.
Screening O=C(Nc1ccccc1)Nc1nnc(SCc2ccc(Cl)cc2)s1 returned Lamin A splicing 4%, NPSR antagonist -19%, IMPase Li cell 8%, HttQ103 aggreg -6%, Epigenetic derep 1.1%, Luc counter -5% and CBFb RUNX1 block 27%.
`CCCCN(CC)S(=O)(=O)c1ccc(C(=O)Nc2nnc(-c3cccs3)o2)cc1` gave Lamin A splicing inconclusive, NPSR antagonist -25%[46.1 µM], IMPase Li cell 19%[38.3 µM], HttQ103 aggreg -9%[9.22 µM], Epigenetic derep 2.3%, Luc counter 8% and CBFb RUNX1 block -23%.
Screening C#CCOCCOCCOCCNc1nc(N2CCN(C(=O)[C@H](C)n3cc(CCCN=C(N)N)nn3)CC2)nc(N2CCN(C(=O)[C@H](CCCCN)n3cc(CCCC)nn3)CC2)n1 returned Lamin A splicing -6%, NPSR antagonist 16%, IMPase Li cell 3%, HttQ103 aggreg inconclusive, Epigenetic derep -5.7%, Luc counter 0% and CBFb RUNX1 block 3%[2.36 µM].
For Cc1[nH]c2ccccc2c1/C=C/c1nc2ccccc2c(=O)n1-c1cccc([N+](=O)[O-])c1 the results were Lamin A splicing -5%, NPSR antagonist -3%, IMPase Li cell -1%, HttQ103 aggreg 28%, Epigenetic derep 18%, Luc counter -1% and CBFb RUNX1 block -19%.
Screening CCCC(=O)Nc1cnc(NC(=O)c2cccc(F)c2)cc1C returned Lamin A splicing -11%, NPSR antagonist -28%[46.1 µM], IMPase Li cell 1%, HttQ103 aggreg -10%, Epigenetic derep -2.7%, Luc counter 7.1µM* and CBFb RUNX1 block 10%.
CCN(CC)c1ccc(/C=C(\C#N)C(N)=O)cc1 was read as Lamin A splicing 21%[46 µM], NPSR antagonist 12%, IMPase Li cell 31%, HttQ103 aggreg 25%[9.22 µM], Epigenetic derep 0.1%, Luc counter 0% and CBFb RUNX1 block 2%.
`O=C(NCCc1ccccc1)C(=O)N/N=C/c1ccc2c(c1)OCO2` gave Lamin A splicing 7%, NPSR antagonist -12%[46.1 µM], IMPase Li cell -9%[38.3 µM], HttQ103 aggreg -16%, Epigenetic derep 0.7%, Luc counter -3% and CBFb RUNX1 block -2%.
For Cc1ccn2c(NC(=O)C(C)(C)Oc3ccc(Cl)cc3)c(-c3cccs3)nc2c1 the results were Lamin A splicing inconclusive, NPSR antagonist -20%, IMPase Li cell 3%, HttQ103 aggreg 17%, Epigenetic derep -1.1%, Luc counter 2% and CBFb RUNX1 block 8%.

An excerpt from above in order of formula weight, ascending.
`O=C(NCCc1ccccc1)C(=O)N/N=C/c1ccc2c(c1)OCO2` gave Lamin A splicing 7%, NPSR antagonist -12%[46.1 µM], IMPase Li cell -9%[38.3 µM], HttQ103 aggreg -16%, Epigenetic derep 0.7%, Luc counter -3% and CBFb RUNX1 block -2%.
`NS(=O)(=O)c1ccc(NCC2COc3ccccc3O2)c([N+](=O)[O-])c1` (configuration not stated) gave Lamin A splicing 1%[46 µM], NPSR antagonist -6%, IMPase Li cell 0%, HttQ103 aggreg 3%, Epigenetic derep 4.8%, Luc counter 5% and CBFb RUNX1 block -8%.
For Cc1[nH]c2ccccc2c1/C=C/c1nc2ccccc2c(=O)n1-c1cccc([N+](=O)[O-])c1 the results were Lamin A splicing -5%, NPSR antagonist -3%, IMPase Li cell -1%, HttQ103 aggreg 28%, Epigenetic derep 18%, Luc counter -1% and CBFb RUNX1 block -19%.

New compounds follow:
For CCc1nn(-c2ccccc2)c(=S)c2ccccc12 the results were Lamin A splicing -4%[9.22 µM], NPSR antagonist -15%, IMPase Li cell 13%, HttQ103 aggreg 17%[9.22 µM], Epigenetic derep -1.3%, Luc counter -2% and CBFb RUNX1 block -16%.
For O=[N+]([O-])c1ccc(-c2nn(-c3ccccc3)cc2/C=N/n2c(-c3cccs3)n[nH]c2=S)cc1 the results were NPSR antagonist -30%, HttQ103 aggreg -18%[9.22 µM], Epigenetic derep 1.1% and CBFb RUNX1 block 11%.
For Cc1cc(C)c(C#N)c(SCC(=O)c2cccs2)n1 the results were Lamin A splicing 6%, NPSR antagonist -13%[46.1 µM], IMPase Li cell 31%[activator][38.3 µM], HttQ103 aggreg -4%, Epigenetic derep inconclusive, Luc counter 15% and CBFb RUNX1 block 8%.
`COc1ccc(C2=NO[C@@H]3C(=O)N(c4c(C)cccc4C)C(=O)[C@H]23)cc1OC` gave Lamin A splicing -5%, NPSR antagonist -12%[46.1 µM], IMPase Li cell 2%[38.3 µM], HttQ103 aggreg -5%, Epigenetic derep -0.7%, Luc counter 0% and CBFb RUNX1 block -5%.
Screening COc1ccc(-n2c(N)c(-c3nc4ccccc4n3C)sc2=S)cc1 returned Lamin A splicing 1%, NPSR antagonist -14%[46.1 µM], IMPase Li cell -1%[38.3 µM], HttQ103 aggreg 12%, Epigenetic derep inconclusive, Luc counter 3% and CBFb RUNX1 block -2%.
For N#CC1=C(N)C(C#N)(C#N)C(c2cccnc2)C2CN(C(=O)OCc3ccccc3)CC=C12 (configuration not stated) the results were Lamin A splicing -17%, NPSR antagonist -42%, IMPase Li cell 19%, HttQ103 aggreg inconclusive, Epigenetic derep inconclusive, Luc counter 1% and CBFb RUNX1 block -2%.
For CCCn1c(=O)c(C(=O)NCC2CCCO2)c(O)c2ccccc21 (configuration not stated) the results were Lamin A splicing -5%[46 µM], NPSR antagonist -13%, IMPase Li cell 0%, HttQ103 aggreg -40%[9.22 µM], Epigenetic derep 2.2%, Luc counter -5% and CBFb RUNX1 block 2%.
`COC(=O)C[C@H](NC(=O)[C@H](C)NC(=O)[C@@H](NC(=O)OCc1ccccc1)C(C)C)C(=O)CF` gave IMPase Li cell -7%, Epigenetic derep 3.2% and CBFb RUNX1 block 20%.
For O=C(CN(C(=O)CNC(=O)c1ccco1)c1ccc2c(c1)OCCO2)NC1CCCC1 the results were NPSR antagonist -12%, IMPase Li cell -1%, HttQ103 aggreg -8%[9.22 µM], Epigenetic derep -1.9%, Luc counter 5% and CBFb RUNX1 block -2%.
O=C(CNC(=S)N(CCCN1CCOCC1)Cc1cccs1)N1CCOCC1 was read as Lamin A splicing -5%, NPSR antagonist 17%, IMPase Li cell 2%, HttQ103 aggreg 1%, Epigenetic derep 1.9%, Luc counter -3% and CBFb RUNX1 block 4%.
O=C1C2C(C(=O)N1/N=C/c1ccco1)C1C=CC2C12CC2 (configuration not stated) was read as Lamin A splicing -2%, NPSR antagonist 20%[46.1 µM], IMPase Li cell 19%, HttQ103 aggreg 6%, Epigenetic derep 5.8%, Luc counter -1% and CBFb RUNX1 block 0%.
Screening CN(C)CCCNCCCNC(=O)c1ccccn1 returned Lamin A splicing 12%, NPSR antagonist -6%[46.1 µM], IMPase Li cell 3%[38.3 µM], HttQ103 aggreg -18%, Epigenetic derep -1.9%, Luc counter -5% and CBFb RUNX1 block -1%.
`O=C(CCSc1ccc(Cl)cc1)N1CCN(c2ccc(O)cc2)CC1` gave NPSR antagonist -46%, HttQ103 aggreg 16%[9.22 µM], Epigenetic derep -1.0% and CBFb RUNX1 block -14%.
Screening CCSc1nnc2c(n1)OC=Nc1ccc(Br)cc1-2 returned Lamin A splicing 6%, NPSR antagonist -4%[46.1 µM], IMPase Li cell -4%[38.3 µM], HttQ103 aggreg -7%, Epigenetic derep 0.0%, Luc counter -5% and CBFb RUNX1 block 7%.
For Cc1ccc(-c2nc(C3CCN(S(=O)(=O)c4ccc(C(C)(C)C)cc4)CC3)no2)cc1 the results were Lamin A splicing 2%, NPSR antagonist 6%[46.1 µM], IMPase Li cell -2%[38.3 µM], HttQ103 aggreg 23%, Epigenetic derep 0.7%, Luc counter 2% and CBFb RUNX1 block -1%.
COc1cccc(-c2cc(C(=O)O)[nH]n2)c1 was read as Lamin A splicing 5%[0.0737 µM], NPSR antagonist -6%[46.1 µM], IMPase Li cell -11%[38.3 µM], HttQ103 aggreg -19%, Epigenetic derep -0.9%, Luc counter -1% and CBFb RUNX1 block 5%.
`COc1ccc(C(C)=O)cc1COC(=O)c1cc(C)nc2ccccc12` gave Lamin A splicing inconclusive, NPSR antagonist -2%, IMPase Li cell 14%, HttQ103 aggreg 14%, Epigenetic derep 0.2%, Luc counter 0% and CBFb RUNX1 block 1%.
`Cc1onc(C(=O)NN)c1C(=O)Nc1ncc(C(F)(F)F)cc1Cl` gave NPSR antagonist 5%, IMPase Li cell -7%, HttQ103 aggreg -3%, Epigenetic derep 2.5%, Luc counter 0% and CBFb RUNX1 block 2%.
